Screens: PubChem BioAssay, Broad Institute
NFkB SMM: binders of NF-kB p50 subunit, primary screen, biochemical, small molecule microarray, anti-His fluorescence; anti-His fluorescence binding; calls only; 17,000 tested, 1.3% active; Nuclear factor NF-kappa-B p105 subunit (Homo sapiens), P19838;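 active = spot fluorescence over background significantly raised, with a chance value under 7% in all four replicate spots of the compound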;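 also: probe protein is his-tagged human p50 processed subunit at 1 µg/ml; raw spot fluorescence signals with no normalization applied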
Target sequence (P19838 1-433 limits assumed): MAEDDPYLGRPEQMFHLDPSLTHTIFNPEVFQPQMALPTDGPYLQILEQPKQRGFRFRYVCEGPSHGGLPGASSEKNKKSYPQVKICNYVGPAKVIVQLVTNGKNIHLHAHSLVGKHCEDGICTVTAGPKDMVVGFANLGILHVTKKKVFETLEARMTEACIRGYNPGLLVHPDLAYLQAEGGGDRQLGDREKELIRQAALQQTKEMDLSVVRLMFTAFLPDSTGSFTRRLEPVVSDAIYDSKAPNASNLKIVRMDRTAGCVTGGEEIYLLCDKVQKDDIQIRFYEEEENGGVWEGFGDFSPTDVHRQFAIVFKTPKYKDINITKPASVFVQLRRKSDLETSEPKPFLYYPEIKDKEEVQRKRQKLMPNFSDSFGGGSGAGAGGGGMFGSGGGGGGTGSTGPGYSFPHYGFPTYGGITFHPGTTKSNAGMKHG
Calls only; i = inactive; + = active, no number.

SMILES	NFkB SMM
COc1ccc(NC(=O)Nc2cccc3c2O[C@@H](CN(C)S(=O)(=O)c2cccs2)[C@H](C)CN([C@@H](C)CO)C3=O)cc1	i
Cc1ccc(S(=O)(=O)N(C)C[C@H]2OCCCC[C@H](C)Oc3ccc(NC(=O)c4ccccc4)cc3C(=O)N([C@@H](C)CO)C[C@@H]2C)cc1	i
CCc1ccccc1NC(=O)CSc1nnc(-c2ccccc2)n1C	i
C[C@@H]1CN([C@@H](C)CO)C(=O)c2cc(NS(=O)(=O)c3cn(C)cn3)ccc2O[C@@H](C)CCCCO[C@H]1CN(C)C(=O)c1ccccc1	i
COc1ccc(NC(=O)Nc2ccc3c(c2)CC(=O)N([C@@H](C)CO)C[C@H](C)[C@@H](CN(C)C)O3)cc1	i
COc1ccccc1N(CC(=O)O)S(=O)(=O)c1ccccc1	i
C[C@@H]1CN([C@H](C)CO)C(=O)c2cccc(NC(=O)NC3CCCCC3)c2O[C@H]1CN(C)C	i
C[C@@H]1CN([C@@H](C)CO)C(=O)c2cc(NC(=O)Nc3ccc4c(c3)OCO4)ccc2O[C@H]1CN(C)C(=O)Nc1ccc(F)cc1	i
Cc1ccc(S(=O)(=O)N(C)C[C@@H]2Oc3c(NC(=O)C4CC4)cccc3C(=O)N([C@@H](C)CO)C[C@@H]2C)cc1	i
Cc1noc(C)c1S(=O)(=O)Nc1ccc2c(c1)C(=O)N([C@H](C)CO)C[C@@H](C)[C@@H](CN(C)Cc1ccccc1)OCCCC[C@@H](C)O2	i

Reprinted from the part before: two entries; new compounds follow.
SMILES	NFkB SMM
Cc1ccc(S(=O)(=O)N(C)C[C@@H]2Oc3c(NC(=O)C4CC4)cccc3C(=O)N([C@@H](C)CO)C[C@@H]2C)cc1	i
Cc1noc(C)c1S(=O)(=O)Nc1ccc2c(c1)C(=O)N([C@H](C)CO)C[C@@H](C)[C@@H](CN(C)Cc1ccccc1)OCCCC[C@@H](C)O2	i
O=S(=O)(c1cccc(F)c1)N1CCN(Cc2ccc(OCCO)cc2)CC1	i
C[C@H](CO)N1C[C@H](C)[C@H](CN(C)CC2CC2)Oc2c(NS(=O)(=O)c3ccc(Cl)cc3)cccc2C1=O	i
COC(=O)C(CC#Cc1ccc2c(c1)[C@]1(C(=O)N2)[C@H](c2ccc(OCCO)cc2)N2[C@H](c3ccccc3)[C@H](c3ccccc3)OC(=O)[C@H]2[C@@H]1C(=O)N1CCN(c2ncccn2)CC1)C(=O)OC	i
C[C@@H]1CN([C@H](C)CO)C(=O)c2cc(NS(=O)(=O)c3cccs3)ccc2O[C@@H](C)CCCCO[C@@H]1CN(C)C	i
C[C@H](CO)N1C[C@H](C)[C@H](CN(C)C(=O)NC2CCCCC2)Oc2ccc(NS(=O)(=O)c3ccc(Cl)cc3)cc2CC1=O	i
O=[N+]([O-])c1ncn(Cc2ccccn2)n1	i
Cc1ccc(S(=O)(=O)N(C)C[C@@H]2Oc3ccc(N(C)C)cc3C(=O)N([C@@H](C)CO)C[C@@H]2C)cc1	i
CC1OC(OCC2OC(Oc3c(-c4ccc(O)cc4)oc4cc(O)cc(O)c4c3=O)C(O)C(O)C2O)C(O)C(O)C1O (configuration not stated)	i
COc1ccc(S(=O)(=O)N(C)C[C@@H]2Oc3c(NC(=O)c4cnccn4)cccc3C(=O)N([C@@H](C)CO)C[C@H]2C)cc1	i
Cc1noc(C)c1S(=O)(=O)Nc1ccc2c(c1)CC(=O)N([C@@H](C)CO)C[C@H](C)[C@H](CN(C)C(=O)Nc1ccccc1)O2	i
CC(=O)Nc1ccccc1C(=O)OCc1cccc(C(=O)c2ccccc2)c1	i
O=C(C1=C[C@@H](C2CCCCC2)C[C@@H](OCCCCO)O1)N1CCOCC1	i
COc1ccccc1C(=O)NCCNC(=O)c1ccco1	i
C=C[C@H](COC(C)=O)N(Cc1ccc(OC(C)=O)c(OC)c1)S(=O)(=O)c1ccc(Br)cc1	i
CC(Oc1ccc(Br)cc1)C(=O)NCc1ccco1 (configuration not stated)	i
C[C@H](CO)N1C[C@H](C)[C@H](CN(C)Cc2ccc(C(F)(F)F)cc2)Oc2ccc(NC(=O)Nc3ccc(F)cc3)cc2C1=O	i
C[C@@H]1CN([C@@H](C)CO)C(=O)c2cc(NC(=O)Nc3ccc4c(c3)OCO4)ccc2O[C@@H]1CN(C)C(=O)NC1CCCCC1	i
C[C@@H]1CN([C@@H](C)CO)C(=O)Cc2cc(NS(=O)(=O)c3cccs3)ccc2O[C@@H]1CN(C)C(=O)NC1CCCCC1	i
CC(=O)OC1C(C)OC(OC2C(CO)OC(OC(=O)[C@]34CCC(C)(C)CC3C3=CCC5[C@@]6(C)CC[C@H](OC7OC(CO)C(OC8OC(CO)C(OC9OCC(O)C(O)C9O)C(O)C8O)C(O)C7O)[C@@](C)(CO)C6CC[C@@]5(C)[C@]3(C)CC4)C(OC3OC(C)C(O)C(O)C3O)C2O)C(O)C1O (some centres not stated)	+
Cc1noc(C)c1NC(=O)N(C)C[C@H]1Oc2c(cccc2N(C)C)C(=O)N([C@H](C)CO)C[C@@H]1C	i
COc1cc(C(=O)OC2OC(CO)C(O)C(O)C2O)cc(OC)c1OC (configuration not stated)	i
C/C=C1/[C@H](O[C@@H]2O[C@H](CO)[C@@H](O)[C@H](O)[C@H]2O)OC=C(C(=O)OC)[C@H]1CC(=O)OCC(C)[C@@H]1C[C@H]2OC(=O)C3=CO[C@@H](O[C@@H]4O[C@H](CO)[C@@H](O)[C@H](O)[C@H]4O)/C(=C/C)[C@@H]3CC(=O)OC[C@@H]1[C@H]2C (some centres not stated)	i
C[C@H]1CN([C@@H](C)CO)C(=O)Cc2cc(NC(=O)NC3CCCCC3)ccc2O[C@H]1CN(C)Cc1ccncc1	i
O=C1C[C@@H](c2ccc(O)c(O)c2)Oc2cc(O[C@@H]3O[C@H](CO)[C@@H](O)[C@H](O)[C@H]3O)cc(O)c21	i
C[C@@H]1CN([C@H](C)CO)C(=O)c2cccc(N(C)C)c2O[C@H]1CN(C)C(=O)Nc1ccc(C(F)(F)F)cc1	i
S=C(NCc1ccco1)NCC1CCCO1 (configuration not stated)	i
C[C@@H]1CN([C@H](C)CO)C(=O)c2cccc(NS(C)(=O)=O)c2O[C@H]1CN(C)C	i
Cc1cc2oc(C(=O)Nc3nnc(SCc4ccccc4)s3)c(C)c2cc1C	i
C[C@H](CO)N1C[C@H](C)[C@H](CN(C)Cc2ccc3c(c2)OCO3)Oc2ncc(Br)cc2C1=O	i
CC(C)NC(=O)Nc1ccc2c(c1)C(=O)N([C@@H](C)CO)C[C@@H](C)[C@@H](CN(C)C(=O)Nc1ccccc1)OCCCC[C@@H](C)O2	i
C[C@H](CO)N1C[C@H](C)[C@H](CN(C)C)Oc2ccc(NC(=O)CCC(F)(F)F)cc2C1=O	i
O=C1O[C@H](c2ccccc2)[C@H](c2ccccc2)N2[C@H]1[C@@H](C(=O)NC[C@H](O)c1ccccc1)[C@]1(C(=O)Nc3ccc(C#CCCO)cc31)[C@H]2c1ccccc1OCCO	i
Cc1noc(C)c1NC(=O)Nc1cccc2c1O[C@@H](CN(C)S(=O)(=O)c1cccs1)[C@@H](C)CN([C@H](C)CO)C2=O	i
CCOc1ccc2nc(SCC(=O)Nc3ccc(Cl)cc3)[nH]c2c1	i
O=C(Cn1c(C(F)(F)F)nc2ccccc21)NCc1ccco1	i
C[C@H]1CN([C@@H](C)CO)C(=O)Cc2cc(NC(=O)NC3CCCCC3)ccc2O[C@H]1CN(C)C(=O)Nc1ccccc1	i
C[C@@H]1CCCCO[C@H](CN(C)S(=O)(=O)c2ccccc2)[C@@H](C)CN([C@H](C)CO)C(=O)c2cc(NC(=O)CCC(F)(F)F)ccc2O1	i
CCCn1nnc(NC(=O)COc2ccc(C)cc2)n1	i
O=C1CC(c2nc3ccccc3n2CCCOc2ccccc2)CN1c1ccccc1 (configuration not stated)	i
CCCc1cc(=O)[nH]c(Nc2nc(C)c3cc(OC)ccc3n2)n1	i

Part of the list above, with bars between the fields.
smiles | NFkB SMM
Cc1ccc(S(=O)(=O)N(C)C[C@@H]2Oc3c(NC(=O)C4CC4)cccc3C(=O)N([C@@H](C)CO)C[C@@H]2C)cc1 | i
Cc1noc(C)c1S(=O)(=O)Nc1ccc2c(c1)C(=O)N([C@H](C)CO)C[C@@H](C)[C@@H](CN(C)Cc1ccccc1)OCCCC[C@@H](C)O2 | i
O=S(=O)(c1cccc(F)c1)N1CCN(Cc2ccc(OCCO)cc2)CC1 | i

(continued)
SMILES	NFkB SMM
Cc1cc(=O)n2[nH]c(NCc3cccc([N+](=O)[O-])c3)nc2n1	i
C[C@@H]1CN([C@@H](C)CO)C(=O)c2cccc(NC(=O)c3nc4ccccc4s3)c2O[C@H]1CN(C)C(=O)NC1CCCCC1	i
COC(=O)C1=CO[C@@H](O[C@@H]2O[C@H](CO)[C@@H](O)[C@H](O)[C@H]2O)[C@H]2[C@@H]1C=CC21C=C(C(C)O)C(=O)O1 (some centres not stated)	i
C[C@@H]1CN([C@H](C)CO)C(=O)CCCn2cc(nn2)CO[C@@H]1CN(C)C(=O)Nc1ccc(-c2cccs2)cc1	i
Cc1noc(C)c1NC(=O)N(C)C[C@H]1Oc2ccc(NC(=O)Cc3ccccc3)cc2C(=O)N([C@H](C)CO)C[C@H]1C	i
C[C@@H]1CCCCO[C@@H](CN(C)C(=O)Cc2ccccc2)[C@H](C)CN([C@H](C)CO)C(=O)c2cc(NC(=O)Nc3ccccc3)ccc2O1	i
C[C@@H]1CN([C@H](C)CO)C(=O)c2cccc(NS(=O)(=O)c3ccc(Cl)cc3)c2O[C@H]1CN(C)CC1CC1	i
C#Cc1ccc([C@@H]2C=C(C(=O)OCC=C)O[C@H](OCC)[C@H]2CCCO)cc1	i
C[C@H]1CN([C@@H](C)CO)C(=O)c2cc(NC(=O)Nc3ccc4c(c3)OCO4)ccc2O[C@@H]1CN(C)Cc1ccncc1	i
Cc1ccc2c(=O)c3ccccc3n(CCCN)c2c1C	i

Laid out differently: results already given.
> C[C@@H]1CN([C@H](C)CO)C(=O)c2cccc(NS(=O)(=O)c3ccc(Cl)cc3)c2O[C@H]1CN(C)CC1CC1
  NFkB SMM = i
> C#Cc1ccc([C@@H]2C=C(C(=O)OCC=C)O[C@H](OCC)[C@H]2CCCO)cc1
  NFkB SMM = i
> C[C@H]1CN([C@@H](C)CO)C(=O)c2cc(NC(=O)Nc3ccc4c(c3)OCO4)ccc2O[C@@H]1CN(C)Cc1ccncc1
  NFkB SMM = i

The list continues:
SMILES	NFkB SMM
C[C@@H]1CN([C@@H](C)CO)C(=O)c2cc(NC(=O)Cc3ccccc3)ccc2O[C@@H](C)CCCCO[C@@H]1CN(C)C(=O)CCC(F)(F)F	i
C[C@@H]1CN([C@@H](C)CO)C(=O)Cc2cc(N(C)C)ccc2O[C@H]1CN(C)C(=O)Nc1ccccc1	i
COC(=O)c1c2oc(c1C(=O)OC)C(=O)N[C@H](Cc1ccccc1)Cn1cc(nn1)[C@H](Cc1ccccc1)NC(=O)N[C@H](CO)CC2	i
C[C@H]1CN([C@@H](C)CO)C(=O)Cc2cc(NC(=O)CCN3CCOCC3)ccc2O[C@H]1CN(C)C	i
C[C@H](CO)N1C[C@H](C)[C@H](CN(C)Cc2ccc(C(=O)O)cc2)Oc2c(NC(=O)Nc3ccc(C(F)(F)F)cc3)cccc2C1=O	i
C[C@H]1CN([C@@H](C)CO)C(=O)c2cccc(NC(=O)C3CCOCC3)c2O[C@H]1CN(C)Cc1ccc2c(c1)OCO2	i
C[C@@H]1CN([C@H](C)CO)C(=O)c2cccc(NS(=O)(=O)c3ccccc3)c2O[C@@H]1CN(C)C(=O)Nc1cccc2ccccc12	i
Cc1noc(C)c1NC(=O)N(C)C[C@@H]1OCCCC[C@H](C)Oc2ccc(NS(=O)(=O)c3cn(C)cn3)cc2C(=O)N([C@H](C)CO)C[C@@H]1C	i
Cc1noc(C)c1S(=O)(=O)N(C)C[C@H]1Oc2ccc(NC(=O)CCCN(C)C)cc2C(=O)N([C@H](C)CO)C[C@@H]1C	i
Cc1noc(C)c1S(=O)(=O)Nc1ccc2c(c1)CC(=O)N([C@@H](C)CO)C[C@@H](C)[C@H](CN(C)C(=O)Nc1ccc(F)cc1)O2	i
C[C@@H]1CN([C@@H](C)CO)C(=O)Cc2cc(NC(=O)CCC(F)(F)F)ccc2O[C@H]1CN(C)S(=O)(=O)c1ccccc1	i
C[C@@H]1CN([C@H](C)CO)C(=O)c2cc(N(C)C)ccc2O[C@H]1CN(C)Cc1ccccc1	i
C[C@H](CO)N1C[C@H](C)[C@@H](CN(C)C(=O)NC2CCCCC2)Oc2ccc(NC(=O)NC3CCCCC3)cc2CC1=O	i
C[C@@H]1CN([C@H](C)CO)C(=O)c2cc(NC(=O)NC3CCCCC3)ccc2O[C@@H]1CN(C)Cc1ccc(C(=O)O)cc1	i
CC(C)NC(=O)Nc1ccc2c(c1)C(=O)N([C@@H](C)CO)C[C@@H](C)[C@H](CN(C)Cc1ccncc1)OCCCC[C@H](C)O2	i
C[C@H](CO)N1C[C@H](C)[C@@H](CN(C)S(=O)(=O)c2cccs2)Oc2ccc(NC(=O)C3CC3)cc2C1=O	i
C[C@@H]1CCCCO[C@H](CN(C)Cc2ccc3c(c2)OCO3)[C@H](C)CN([C@H](C)CO)C(=O)c2cc(NS(=O)(=O)c3ccccc3)ccc2O1	i
CC(C)NC(=O)N(C)C[C@@H]1OCCCC[C@@H](C)Oc2ccc(NC(=O)Nc3cccc4ccccc34)cc2C(=O)N([C@@H](C)CO)C[C@@H]1C	i
COCCOC(=O)N1C(=O)[C@@]2(c3cc(C#Cc4ccc(OC)cc4)ccc31)[C@H](C(=O)NC[C@H](O)c1ccccc1)[C@H]1C(=O)O[C@H](c3ccccc3)[C@H](c3ccccc3)N1[C@@H]2c1ccc(OCCO)cc1	i
C[C@@H]1CN([C@H](C)CO)C(=O)Cc2cc(NC(=O)Cc3cn(C)c4ccccc34)ccc2O[C@H]1CN(C)S(=O)(=O)c1cccs1	i
COc1ccc(S(=O)(=O)Nc2ccc3c(c2)CC(=O)N([C@H](C)CO)C[C@H](C)[C@@H](CN(C)S(=O)(=O)c2ccc(OC)cc2)O3)cc1	i
Cc1c(NC(=O)CS(=O)(=O)c2ccccc2)c(=O)n(-c2ccccc2)n1C	i
C#CCNC(=O)C1=C[C@H](c2coc3ccccc3c2=O)C[C@H](OCc2ccc(CO)cc2)O1	i

The list is partial; the hit share may differ from the screen's.
